Jurkat NFkB inh – inhibitors of the PMA/ionomycin-induced NF-kB reporter in Jurkat cells; PMA/ionomycin-induced NF-kB luciferase reporter, luminescence; inhibition, % at 4 µM; 330,000 compounds, 0.53% hits; AID 435003
SENP8 block – inhibitors of human SENP8 protease | Q96LD8 | purified SENP8, Z-RLRGG-aminoluciferin cleavage, luminescence | inhibition, % at 10 µM | 330,000 compounds, 1.2% hits | AID 2540
Target sequence (Q96LD8 whole entry, looked up): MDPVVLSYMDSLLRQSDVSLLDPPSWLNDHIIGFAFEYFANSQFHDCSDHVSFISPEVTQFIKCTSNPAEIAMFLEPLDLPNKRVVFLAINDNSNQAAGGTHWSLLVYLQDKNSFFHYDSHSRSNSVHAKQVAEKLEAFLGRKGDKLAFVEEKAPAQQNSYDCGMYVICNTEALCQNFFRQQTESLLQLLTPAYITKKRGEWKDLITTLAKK
Gli-Sufu antag – blocks Gli-Sufu signaling in a luciferase reporter. AID 588413. inhibition, % at 5 µM. Sufu-KO-LIGHT fibroblasts, Gli luciferase reporter luminescence. 340,000 compounds, 0.74% hits;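 active means inhibition above about 55%, limit read from the data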;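 further: 0% = DMSO-treated cells and 100% = wells with medium but no cells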
Apaf-1 inh – inhibitors of human Apaf-1 apoptosome; reconstituted apoptosome caspase-3 activity, DEVD-Rh110 fluorescence; 330,000 compounds, 0.71% hits; O14727; inhibition, % at 20 µM; active means inhibition of at least 40% at 20 µM;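 further: plate controls were DMSO wells for no effect and DEVD-CHO caspase inhibitor wells for full effect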
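Material: reconstituted apoptosome with Apaf-1, cytochrome c, caspase-9, procaspase-3, dATP. Technique: Rh110 fluorescence intensity. Buffer or medium: pH 7.5 Hepes buffer with CHAPS, BSA, DTT. Times: 30 min plus 50 min, RT.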
697 NFkB inh – lowers PMA/ionomycin-induced NF-kB signal in 697 B cells | AID 435022 | inhibition, % at 4 µM | 330,000 compounds, 0.33% hits | 697 B-cell NF-kB luciferase reporter, 16 h; in the data active means inhibition above about 35%
HKDC1 inh – blocks human hexokinase HKDC1 activity; Q2TB90; recombinant HKDC1, G6PDH/diaphorase resazurin coupled fluorescence; inhibition, % at 20 µM; 340,000 compounds, 0.16% hits; AID 493160;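 active means inhibition above about 35% when tested at 20 µM, limit read from the data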;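 further: plate controls were DMSO wells with enzyme for no effect and DMSO wells lacking enzyme for full effect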
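Test system: HK5 enzyme. Quantity: 5 µg/mL HK5 final. Reagent: glucose and ATP substrates. Schedule: 90 min reaction incubation at room temperature, dark. Technique: resazurin-to-resorufin fluorescence via G6PDH and diaphorase coupling, 525/613 nm. Control set: DMSO wells with and without enzyme mix.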
SENP7 inh – SENP7 protease inhibition. Q9BQF6. recombinant SENP7, Z-RLRGG-aminoluciferin luminescence, 40 min. inhibition, % at 5 µM. 330,000 compounds, 1.5% hits;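 active means inhibition above about 50% at the single test dose, limit read from the data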;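 further: plate controls were DMSO with enzyme for no effect and no enzyme buffer wells for full effect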
Target sequence (Q9BQF6 706-1050 limits assumed): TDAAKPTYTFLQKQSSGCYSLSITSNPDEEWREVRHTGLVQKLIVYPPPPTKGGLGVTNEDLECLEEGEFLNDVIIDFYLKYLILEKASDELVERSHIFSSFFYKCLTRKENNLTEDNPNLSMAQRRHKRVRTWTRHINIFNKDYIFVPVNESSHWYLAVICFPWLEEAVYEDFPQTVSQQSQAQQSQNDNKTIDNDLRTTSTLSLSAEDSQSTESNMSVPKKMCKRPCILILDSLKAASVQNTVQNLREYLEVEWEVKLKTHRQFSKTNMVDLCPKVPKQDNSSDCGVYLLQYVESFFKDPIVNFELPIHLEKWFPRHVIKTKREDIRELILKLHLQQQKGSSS
UBC13 polyUb – blocks human UBC13 polyubiquitin chain formation | P61088 | TR-FRET | inhibition, % at 20 µM | 330,000 compounds, 0.47% hits | AID 485273; in the data active means inhibition above about 45%, passing the limit was not always enough
Target sequence (P61088 whole entry, looked up): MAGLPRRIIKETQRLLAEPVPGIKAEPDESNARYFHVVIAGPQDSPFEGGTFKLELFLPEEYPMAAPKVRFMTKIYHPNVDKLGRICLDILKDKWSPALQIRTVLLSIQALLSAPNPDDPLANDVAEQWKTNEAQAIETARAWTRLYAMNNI
Active calls of the source: *. Unless noted, no stated cut-off is given here; in the data, active means inhibition above about 50%; inactive means the rest.

Results for CC12CCC(C(=O)Nc3ccc(Br)cn3)(OC1=O)C2(C)C (configuration not stated) ?
Jurkat NFkB inh: -6.7; SENP8 block: 7.9; Gli-Sufu antag: -0.1; Apaf-1 inh: -4.5; 697 NFkB inh: 6.4; HKDC1 inh: -2.6; SENP7 inh: 11.6; UBC13 polyUb: 0.7

What do the screens show for `Cc1cccc(C(=O)N2CCC(=O)N(C(COCc3cccc(Cl)c3)Cc3ccccc3)CC2)c1` (configuration not stated)?
Jurkat NFkB inh: 15.9; SENP8 block: 13.6; Gli-Sufu antag: 6.8; Apaf-1 inh: 18.3; 697 NFkB inh: 3.2; HKDC1 inh: 4.9; SENP7 inh: 7.2; UBC13 polyUb: 10.7

How did CCS(=O)(=O)c1ccc2c(c1)N(S(C)(=O)=O)CC(C(=O)NC1CC1)O2 (configuration not stated) do in these assays?
Jurkat NFkB inh: 3.8; SENP8 block: -6.0; Gli-Sufu antag: 5.6; Apaf-1 inh: 1.7; 697 NFkB inh: -23.4; HKDC1 inh: -2.1; SENP7 inh: -15.6; UBC13 polyUb: -1.0

Results for CCOc1cccc(/C=N/NC(=O)c2cc(-c3cccn3C)n[nH]2)c1O ?
Jurkat NFkB inh: -0.5; SENP8 block: -8.4; Gli-Sufu antag: 11.2; Apaf-1 inh: 12.8; 697 NFkB inh: -3.7; HKDC1 inh: -24.1; SENP7 inh: -4.7; UBC13 polyUb: -12.7

What do the screens show for `CC1(C)Cc2c(cnn2-c2cccc(F)c2)C(NC(=O)c2ccc(=O)[nH]n2)C1` (configuration not stated)?
Jurkat NFkB inh: -5.2; SENP8 block: -1.6; Gli-Sufu antag: 7.5; Apaf-1 inh: -3.2; 697 NFkB inh: -5.3; HKDC1 inh: -0.8; SENP7 inh: -0.4; UBC13 polyUb: -1.8

What do the screens show for `O=C(Cc1c(C(=O)O)[nH]c2ccccc12)NC1CCCC1`?
Jurkat NFkB inh: 15.1; SENP8 block: 1.0; Gli-Sufu antag: 13.2; Apaf-1 inh: -8.6; 697 NFkB inh: 7.2; HKDC1 inh: -6.8; SENP7 inh: 0.7; UBC13 polyUb: -0.7

How did O=C(N=C1SC2CS(=O)(=O)CC2N1c1ccc(F)cc1)C1CC1 (configuration not stated) do in these assays?
Jurkat NFkB inh: 8.7; SENP8 block: -14.5; Gli-Sufu antag: -10.5; Apaf-1 inh: -4.6; 697 NFkB inh: 2.0; HKDC1 inh: -2.3; SENP7 inh: -1.1; UBC13 polyUb: 7.2

What do the screens show for `CC(=O)c1c(C)oc2c1cc(NS(=O)(=O)c1ccc(C(=O)O)cc1)c1ccccc12`?
Jurkat NFkB inh: -28.9; SENP8 block: -5.2; Gli-Sufu antag: -3.8; Apaf-1 inh: 10.5; 697 NFkB inh: 2.1; HKDC1 inh: 14.6; SENP7 inh: -2.7; UBC13 polyUb: -8.2

Results for Cc1ccc([C@@H]2C[C@H]3CN(Cc4cccc(Cl)c4)C(=O)[C@]34CCCN24)o1 ?
Jurkat NFkB inh: 14.7; SENP8 block: 3.9; Gli-Sufu antag: 13.8; Apaf-1 inh: -17.1; 697 NFkB inh: -9.7; HKDC1 inh: 1.3; SENP7 inh: -4.6; UBC13 polyUb: 1.3

What do the screens show for `O=C(c1ccco1)N1CCN(Cc2csc(-c3ccccc3Cl)n2)CC1`?
Jurkat NFkB inh: -24.4; SENP8 block: 20.6; Gli-Sufu antag: -20.8; Apaf-1 inh: 15.3; 697 NFkB inh: -52.5; HKDC1 inh: 4.8; SENP7 inh: 39.3; UBC13 polyUb: -3.9

How did COC(=O)c1cn(-c2cccc(C)n2)cn1 do in these assays?
Jurkat NFkB inh: -2.9; SENP8 block: -1.7; Gli-Sufu antag: 12.3; Apaf-1 inh: -11.0; 697 NFkB inh: 9.8; HKDC1 inh: -2.7; SENP7 inh: 3.9; UBC13 polyUb: 2.6

What do the screens show for `CC(=O)Nc1ccc(S(=O)(=O)NCC2CCC(C(=O)N3CCCCCC3)CC2)cc1` (configuration not stated)?
Jurkat NFkB inh: 4.6; SENP8 block: -1.8; Gli-Sufu antag: -13.6; Apaf-1 inh: 3.8; 697 NFkB inh: -3.5; HKDC1 inh: -0.1; SENP7 inh: 5.3; UBC13 polyUb: 0.6

The list goes on; the last two above are carried over.
How did COC(=O)c1cn(-c2cccc(C)n2)cn1 do in these assays?
Jurkat NFkB inh: -2.9; SENP8 block: -1.7; Gli-Sufu antag: 12.3; Apaf-1 inh: -11.0; 697 NFkB inh: 9.8; HKDC1 inh: -2.7; SENP7 inh: 3.9; UBC13 polyUb: 2.6

What do the screens show for `CC(=O)Nc1ccc(S(=O)(=O)NCC2CCC(C(=O)N3CCCCCC3)CC2)cc1` (configuration not stated)?
Jurkat NFkB inh: 4.6; SENP8 block: -1.8; Gli-Sufu antag: -13.6; Apaf-1 inh: 3.8; 697 NFkB inh: -3.5; HKDC1 inh: -0.1; SENP7 inh: 5.3; UBC13 polyUb: 0.6

How did Cc1ccc(N2CC(C(=O)Nc3ccc4c(c3)OCO4)CC2=O)cc1 (configuration not stated) do in these assays?
Jurkat NFkB inh: 6.2; SENP8 block: 3.7; Gli-Sufu antag: 5.5; Apaf-1 inh: 12.3; 697 NFkB inh: 6.0; HKDC1 inh: -0.4; SENP7 inh: -0.4; UBC13 polyUb: -5.0

How did O=C(CCNC(=O)c1ccc(Br)cc1)Nc1cccc(S(=O)(=O)N2CCCC2)c1 do in these assays?
Jurkat NFkB inh: 3.3; SENP8 block: 0.4; Gli-Sufu antag: 8.7; Apaf-1 inh: 13.8; 697 NFkB inh: -3.6; HKDC1 inh: 3.4; SENP7 inh: -0.1; UBC13 polyUb: -1.5

What do the screens show for `O=C(COc1ccccc1)N1CCNC1=O`?
Jurkat NFkB inh: 11.1; SENP8 block: -2.4; Gli-Sufu antag: -4.6; Apaf-1 inh: 3.8; 697 NFkB inh: 11.1; HKDC1 inh: -7.2; SENP7 inh: 10.6; UBC13 polyUb: 1.6

Results for Cc1cccc(C(=O)NCC(=O)OCC(=O)NCCNC(=O)COC(=O)CNC(=O)c2cccc(C)c2)c1 ?
Jurkat NFkB inh: 21.8; SENP8 block: 3.8; Gli-Sufu antag: 4.4; Apaf-1 inh: 2.2; 697 NFkB inh: 5.1; HKDC1 inh: -0.4; SENP7 inh: 6.3; UBC13 polyUb: -1.5

How did Cc1nc2c(sc(=S)n2Cc2ccco2)c(=O)n1CC(=O)Nc1ccccc1F do in these assays?
Jurkat NFkB inh: -4.4; SENP8 block: 7.6; Gli-Sufu antag: 4.2; Apaf-1 inh: 8.0; 697 NFkB inh: 16.1; HKDC1 inh: -8.4; SENP7 inh: -3.7; UBC13 polyUb: -2.9

What do the screens show for `OCCN1CCN(C(=S)Nc2ccc(SC(F)F)cc2)CC1`?
Jurkat NFkB inh: 4.2; SENP8 block: -10.3; Gli-Sufu antag: 7.2; Apaf-1 inh: -2.8; 697 NFkB inh: -9.3; HKDC1 inh: 8.7; SENP7 inh: -3.0; UBC13 polyUb: 0.1

What do the screens show for `CCC(=O)Nc1ccc(Cl)c(NC(=S)NC(=O)COc2ccc(Cl)cc2)c1`?
Jurkat NFkB inh: -19.7; SENP8 block: -13.1; Gli-Sufu antag: -3.1; Apaf-1 inh: 12.1; 697 NFkB inh: -24.6; HKDC1 inh: -14.6; SENP7 inh: -19.0; UBC13 polyUb: -16.3

Results for COCCNC(=O)C(=O)NCC1OCCN1C(=O)c1ccc(Cl)cc1 (configuration not stated) ?
Jurkat NFkB inh: 2.0; SENP8 block: -2.4; Gli-Sufu antag: -2.8; Apaf-1 inh: 6.8; 697 NFkB inh: -3.7; HKDC1 inh: -3.3; SENP7 inh: 1.5; UBC13 polyUb: -0.6

What do the screens show for `COCCC(=O)N1CCCC(CCC(=O)NCc2ccc(F)c(F)c2)C1` (configuration not stated)?
Jurkat NFkB inh: -12.8; SENP8 block: 3.0; Gli-Sufu antag: -0.5; Apaf-1 inh: -0.8; 697 NFkB inh: 13.8; HKDC1 inh: -8.7; SENP7 inh: 0.1; UBC13 polyUb: -3.6

What do the screens show for `COc1ccccc1C(=O)COC(=O)c1cccc(S(=O)(=O)N2CCCC2)c1`?
Jurkat NFkB inh: -4.3; SENP8 block: -16.2; Gli-Sufu antag: -1.0; Apaf-1 inh: 18.6; 697 NFkB inh: -9.0; HKDC1 inh: -2.2; SENP7 inh: -5.9; UBC13 polyUb: 0.3

What do the screens show for `Cc1ccc(NC2SC(=O)N(Cc3cccc(C(=O)O)c3)C2=O)cc1` (configuration not stated)?
Jurkat NFkB inh: -0.5; SENP8 block: 7.0; Gli-Sufu antag: -3.8; Apaf-1 inh: 12.5; 697 NFkB inh: -33.5; HKDC1 inh: -9.8; SENP7 inh: 3.1; UBC13 polyUb: -10.6

Results for Cc1nc(C)c(/C(O)=C/c2nc3ccccc3oc2=O)s1 ?
Jurkat NFkB inh: 13.3; SENP8 block: -1.4; Gli-Sufu antag: 2.3; Apaf-1 inh: 4.6; 697 NFkB inh: -7.0; HKDC1 inh: -1.4; SENP7 inh: -0.8; UBC13 polyUb: -10.1

2 neighbouring records out of the list so far:
What do the screens show for `Cc1ccc(NC2SC(=O)N(Cc3cccc(C(=O)O)c3)C2=O)cc1` (configuration not stated)?
Jurkat NFkB inh: -0.5; SENP8 block: 7.0; Gli-Sufu antag: -3.8; Apaf-1 inh: 12.5; 697 NFkB inh: -33.5; HKDC1 inh: -9.8; SENP7 inh: 3.1; UBC13 polyUb: -10.6

Results for Cc1nc(C)c(/C(O)=C/c2nc3ccccc3oc2=O)s1 ?
Jurkat NFkB inh: 13.3; SENP8 block: -1.4; Gli-Sufu antag: 2.3; Apaf-1 inh: 4.6; 697 NFkB inh: -7.0; HKDC1 inh: -1.4; SENP7 inh: -0.8; UBC13 polyUb: -10.1

Further structures:
Results for CCc1c(C)[nH]c2ccccc2c1=O ?
Jurkat NFkB inh: 4.8; SENP8 block: 6.2; Gli-Sufu antag: -15.4; Apaf-1 inh: -17.7; 697 NFkB inh: 16.7; HKDC1 inh: 3.6; SENP7 inh: 3.0; UBC13 polyUb: 3.9

How did Cc1ccc(CNC(=O)C(=O)NCCCn2ccnc2)cc1 do in these assays?
Jurkat NFkB inh: 13.1; SENP8 block: 1.5; Gli-Sufu antag: 10.2; Apaf-1 inh: -10.3; 697 NFkB inh: 38.1*; HKDC1 inh: -6.3; SENP7 inh: -6.0; UBC13 polyUb: -1.2

Results for Cc1cc(C)c2c(N)c(C(=O)Nc3ccc(C)c(C)c3)sc2n1 ?
Jurkat NFkB inh: -183.3; SENP8 block: -4.1; Gli-Sufu antag: -88.3; Apaf-1 inh: -3.9; 697 NFkB inh: -257.8; HKDC1 inh: -3.9; SENP7 inh: -1.1; UBC13 polyUb: 12.0

What do the screens show for `O=C(CN(C(=O)CCC(=O)Nc1nccs1)c1ccc(F)c(Cl)c1)NCc1ccco1`?
Jurkat NFkB inh: -12.9; SENP8 block: -0.2; Gli-Sufu antag: 5.8; Apaf-1 inh: 2.8; 697 NFkB inh: 7.0; HKDC1 inh: 6.7; SENP7 inh: -2.3; UBC13 polyUb: 1.2

What do the screens show for `Cc1c(NC(=O)C(C)OC(=O)CCc2c[nH]c3ccccc23)c(=O)n(-c2ccccc2)n1C` (configuration not stated)?
Jurkat NFkB inh: -0.2; SENP8 block: -4.7; Gli-Sufu antag: 9.7; Apaf-1 inh: -0.6; 697 NFkB inh: 5.2; HKDC1 inh: -1.2; SENP7 inh: -9.4; UBC13 polyUb: -0.8

How did O=S(=O)(Cc1cc(-c2ccccc2Cl)no1)c1ccccc1 do in these assays?
Jurkat NFkB inh: -47.4; SENP8 block: -16.1; Gli-Sufu antag: -40.8; Apaf-1 inh: 11.0; 697 NFkB inh: -85.7; HKDC1 inh: -11.4; SENP7 inh: -3.7; UBC13 polyUb: -12.2

How did COCCn1c(SCC(=O)Nc2ccc3c(c2)OCCO3)nnc1C(C)C do in these assays?
Jurkat NFkB inh: -1.4; SENP8 block: -3.1; Gli-Sufu antag: 33.5; Apaf-1 inh: -2.0; 697 NFkB inh: 0.9; HKDC1 inh: -10.4; SENP7 inh: -1.0; UBC13 polyUb: 1.2
